FBPA Giardia inh: qHTS Assay for Inhibitors of Fructose-1,6-bisphosphate Aldolase from Giardia Lamblia; purified Giardia FBPA; A8B2U2; Potency, µM (series often up to 59.6 µM), for the others: top-dose activity, negative = inhibition, usual class: inhibitors; 0.71% of 290,000 active; also: potency is read from the fitted curve at half-maximal effect; % is scaled to controls: 0 for no effect and ±100 for the full control effect; nearly all actives have a fitted effect of over 55% in size
Target sequence (A8B2U2 whole entry, looked up): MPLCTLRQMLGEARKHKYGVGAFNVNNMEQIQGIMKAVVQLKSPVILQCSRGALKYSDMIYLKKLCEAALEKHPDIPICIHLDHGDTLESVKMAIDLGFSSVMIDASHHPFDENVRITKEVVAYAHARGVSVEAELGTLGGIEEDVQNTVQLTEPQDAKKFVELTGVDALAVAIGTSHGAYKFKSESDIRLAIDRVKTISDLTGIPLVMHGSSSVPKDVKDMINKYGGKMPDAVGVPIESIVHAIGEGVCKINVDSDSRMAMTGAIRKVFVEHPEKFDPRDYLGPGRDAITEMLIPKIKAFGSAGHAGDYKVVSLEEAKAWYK
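40 nM FBPA preincubated 10 min at RT with compound (up to 57.5 uM final), then substrate plus GAPDH/TPI/NAD/arsenate coupling and diaphorase/resazurin added. Fluorescence read after 20 min at RT, 525/598 nm.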
Sm TGR inh: qHTS Assay for the Inhibitors of Schistosoma Mansoni Peroxiredoxins. Schistosoma mansoni thioredoxin glutathione reductase (TGR), Q962Y6. purified TGR, DTNB reduction, TNB absorbance 405 nm. Potency, µM (highest dose often 114 µM), inactives show at the top dose activity change, negative = inhibition, most hits filed as inhibitors. 3% of 360,000 active; also: potency is read from the fitted curve at half-maximal effect; % is scaled to controls: 0 for no effect and ±100 for the full control effect; nearly all actives have a fitted effect of over 60% in size
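Kinetic colorimetric format: TGR-catalysed, NADPH-driven DTNB reduction monitored via TNB absorbance. Enzyme dispensed at 20 nM; compound exposure 15 min at room temperature before reaction start.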
Cycloheximide cs: Cycloheximide Counterscreen for Small Molecule Inhibitors of Shiga Toxin; cell reporter, cycloheximide protein synthesis inhibition counterscreen; max response, %; 12% of 300,000 active; AID 2314, 2010; in the data active = max response mostly above about 13%, no sharp cut-off; inactive = mostly below about 14%; also: read at 38.3 µM for the half of the compounds with a filed dose; 0% is about no effect
Pf growth 48h: Primary qHTS for delayed death inhibitors of the malarial parasite plastid, 48 hour incubation. 5.9% of 310,000 active. AID 504832, 2011. P. falciparum luciferase growth in erythrocytes, 48 h. Potency, µM (doses to about 28.7 µM), without a hit: at the top dose activity change, negative = inhibition, actives largely listed as inhibitors; also: potency is read from the fitted curve at half-maximal effect; % is scaled to controls: 0 for no effect and ±100 for the full control effect
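In quantitative HTS format, infected erythrocytes bearing luciferase-reporter parasites were treated for a single generation at 37 C. Luminescence after adding detection reagent served as the growth measure.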
Pf growth 96h: Primary qHTS for delayed death inhibitors of the malarial parasite plastid, 96 hour incubation; 6.9% of 320,000 active; P. falciparum luciferase reporter growth, 96 h; Potency, µM (highest dose often 28.7 µM), inactives show top-dose activity change, negative = inhibition, hits mostly inhibitors; AID 504834, 2011; also: potency is read from the fitted curve at half-maximal effect; % is scaled to controls: 0 for no effect and ±100 for the full control effect
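Two parasite generations (96 h, 37 C, 5% CO2) of compound exposure in infected erythrocytes (0.05% parasitemia, 2% hematocrit). Luciferase-reporter P. falciparum; decreased luminescence indicates inhibited growth, aimed at apicoplast-acting delayed death.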
Shiga toxin inh: A qHTS for Small Molecule Inhibitors of Shiga Toxin; inhibition, % at 38.7 µM; 9.2% of 290,000 active; Vero cells, Shiga toxin protein synthesis inhibition reporter; in the data active = inhibition mostly above about 28%, no sharp cut-off; inactive = mostly below about 43%; also: 0% is about no effect
* marks the source's active call; other numbers are inactive results; ? = inconclusive; / = no result given; & = joins results of further samples; [ ] = dose if it differs, or a comment. Unless noted, calls follow the shape of the dose curve; as a rule, active = well fitted curve in the direction sought with a large enough effect; inconclusive = small, poorly fitted or top-dose-only effect, or another doubt; inactive = no such curve, though single readings can be large; an effect the other way counts as inactive or inconclusive. Hits appear at their usual frequency; any-hit rate near 24%.

SMILES	FBPA Giardia inh	Sm TGR inh	Cycloheximide cs	Pf growth 48h	Pf growth 96h	Shiga toxin inh
Cc1ccc(S(=O)(=O)N2CCCCC2)cc1C(=O)N1CCN(c2ccccn2)CC1	2%	-5%	-2	10%	-17%	20
COc1ccc(S(=O)(=O)N(C)c2ccc(C(=O)Nc3cccnc3)cc2)cc1	-5%	-1%	-3	?	?	-7
Cc1ccc(NC(=O)C2CC2C)cc1S(=O)(=O)N1CCOCC1 (stereo not drawn)	/	7%	/	?	?	/
Cc1ccccc1NC(=O)C1(C)Cc2ccccc2C(=O)O1 (stereo not drawn)	5%	10%	-1	?	?	-3
Nc1ccccc1SCC(=O)Nc1cccc2ccccc12	-12%	3%	17	-8%	?	/
CSc1ccccc1OCc1cc(C(=O)NC(C)c2cnn(C)c2)no1 (stereo not drawn)	/	-13%	13	17%	?	-8
NS(=O)(=O)c1ccc(CCNCC#Cc2ccccc2)cc1	22µM*	?	1	89%[activator]	-1%	-8
CCOc1ccc(C(=O)Nc2ccc(S(=O)(=O)Nc3nccc(C)n3)cc2)cc1OCC	-16%	3%	-4	-27%	8.3µM*	-10
CC(=O)Nc1ccc(N(C(=O)c2cnccn2)C(C(=O)NC2CCCCC2)c2ccc(F)cc2)cc1 (stereo not drawn)	0%	7%	8	-19%	-30%	-7
Cc1nn(-c2ccccc2)c(C)c1-c1cc(C(=O)N/N=C/c2cccnc2)[nH]n1	-2%	6%	-1	0%	-3%	31

Seven entries drawn at random from those above, as already listed:
SMILES	FBPA Giardia inh	Sm TGR inh	Cycloheximide cs	Pf growth 48h	Pf growth 96h	Shiga toxin inh
CCOc1ccc(C(=O)Nc2ccc(S(=O)(=O)Nc3nccc(C)n3)cc2)cc1OCC	-16%	3%	-4	-27%	8.3µM*	-10
Nc1ccccc1SCC(=O)Nc1cccc2ccccc12	-12%	3%	17	-8%	?	/
CC(=O)Nc1ccc(N(C(=O)c2cnccn2)C(C(=O)NC2CCCCC2)c2ccc(F)cc2)cc1 (stereo not drawn)	0%	7%	8	-19%	-30%	-7
NS(=O)(=O)c1ccc(CCNCC#Cc2ccccc2)cc1	22µM*	?	1	89%[activator]	-1%	-8
Cc1ccc(S(=O)(=O)N2CCCCC2)cc1C(=O)N1CCN(c2ccccn2)CC1	2%	-5%	-2	10%	-17%	20
Cc1ccccc1NC(=O)C1(C)Cc2ccccc2C(=O)O1 (stereo not drawn)	5%	10%	-1	?	?	-3
Cc1nn(-c2ccccc2)c(C)c1-c1cc(C(=O)N/N=C/c2cccnc2)[nH]n1	-2%	6%	-1	0%	-3%	31

Continuation:
SMILES	FBPA Giardia inh	Sm TGR inh	Cycloheximide cs	Pf growth 48h	Pf growth 96h	Shiga toxin inh
Cc1c(C(=O)/C=C/c2cccs2)oc2ccc(F)cc12	0%	-1%	36*	/	-37%	73*
OCCNC(=S)Nc1ccc(Oc2ccccc2)cc1	6%	4%	-2	5%	18%	-5
O=C(c1ccc2c(c1)OCCO2)C1CCN(C(=O)Nc2ccccc2F)CC1	3%	2%	7	9%	2%	17
O=C(Cc1c[nH]c2ccccc12)Nc1nnc(C2CC2)s1	-1%	4%	1	-1%	-7%	-2
c1ccc2c(c1)Cc1cc3ccccc3nc1-2	-1%&-20%	9%	26*	-93%	-130%	62*
O=C(CSc1ccsc1[N+](=O)[O-])N1CCN(c2ccccc2)CC1	0%	-19%	11	-18%	84%[activator]	-14
O=C1Nc2ccccc2N(O)N1c1ccc(S(=O)(=O)N2CCCCCC2)cc1	19%	0%	0	-5%	-9%	-4
O=C(Nc1ccc2c(c1)OCO2)C1CC(c2cccc(Br)c2)=NO1 (stereo not drawn)	5%	-16%	-2	15%	-13%	-7
CCC(C)(C(=O)NC1CCCCC1)N(CC1CCCO1)C(=O)c1ccccn1 (stereo not drawn)	-1%	-3%	1	0%	5%	1
Cc1cccc(NC(=O)CSc2nccn2Cc2ccco2)c1	/	-10%	62*	67%[activator]	81%[activator]	91*
Cc1ccc(C2N(c3ccccc3)C(=O)N3CCCN23)cc1 (stereo not drawn)	3%	-3%	-3	-10%	-32%[5.75 µM]	25
COCCCn1[nH]c2c3c(ccc2c1=O)C(=O)c1ccccc1C3=O	?	-18%	34	12µM*	/	51
CCN1C(=O)c2cccc3c(NC(=O)C(C)(C)C)ccc1c23	-16%	1%	-3	-1%	/	-7
COc1ccc2cc(-c3ccsc3)ncc2c1	/	40µM*	/	159%[activator]	167%[activator]	/
C=CCN1C(=O)/C(=C/c2ccc(OCC(=O)O)cc2)S/C1=N/c1nccs1	22%	-17%	-1	8%	72%[activator]	3
O=C(OCC(=O)N1CCCC1=O)c1cccc([N+](=O)[O-])c1	-5%	-5%	6	20%	17%	-7
O=C(O)CCCCCCCCCCCc1ccccc1	?	5%	-2	27%	32%[activator]	15
COc1ccc(NC(=O)CCOc2ccccc2)cc1	0%	-9%	65*	155%[activator]	117%[activator]	117*
c1ccc(N2CCN(Cc3nnnn3C3CCCCC3)CC2)cc1	-1%	8%	-4	-5%	235%[activator]	-6
O=C(Nn1c(SCc2ccccc2F)nc2ccsc2c1=O)c1ccccc1	4%	-5%	14	7%	6.6µM*	-7
OCC[C@H]1C[C@H](O)[C@@H](O)[C@@]2(CCc3ccccc3O2)O1	/	-5%	/	2%	105%[activator]	/
CCOc1ccc(NC(=O)CN(C)S(=O)(=O)c2cccc3cccnc23)cc1	-3%	4%	6	4%	?	-9
CCNc1nc(NC(C)C)nc(Oc2ccc(/C=N/O)cc2)n1	1%	-3%	-1	/	?	-13
NCC(O)CN1CCN(Cc2ccccc2)CC1 (stereo not drawn)	-24%	-14%	-3	11%	23%	6
CC(C)(C)C(=O)Nc1ccc(C(=O)CN2C(=O)NC3(CCOc4ccccc43)C2=O)cc1 (stereo not drawn)	/	-12%	/	?	?	/
N#CC1CCCc2c1[nH]c1ccc([N+](=O)[O-])cc21 (stereo not drawn)	8%	13%	4	8%	-13%	-12
Cn1c(SCC(=O)NC2CCCCC2)nnc1-c1cccnc1	-1%	-1%	-2	30%[activator]	16%	-9
FC(F)Oc1ccc(NC(=S)NCc2ccccc2)cc1Cl	-5%	-21%	1	18%	/	-22
Cc1ccc2cc(CN(Cc3ccc4c(c3)OCO4)Cc3nnnn3Cc3ccco3)c(=O)[nH]c2c1C	-9%	?	-1	8.3µM*	?	8
CC(CN1CCCCC1)NC(=O)c1cc(-c2ccccn2)nc2ccc(Cl)cc12 (stereo not drawn)	3%	4%	-4	?	16%	-5
Cc1nccc2[nH]c(=O)c(C(=O)NC(C)CCc3ccccc3)cc12 (stereo not drawn)	8%	-1%	-4	-16%	4%	-16
CCc1nnc(NC(=O)CSc2ncc(-c3ccccc3)n2CC)s1	4%	?	-3	/	/	-9
O=S(=O)(NCC1CCN(c2ccc(S(=O)(=O)N3CCOCC3)cc2)CC1)c1ccccc1	-17%	10%	4	?	?	11
CCc1cc(C(=O)NNC(=S)NCc2ccccc2)cs1	17%	3%	4	6%	1%	26
CCCOc1ccc(C2C(C(=O)c3ccco3)=C(O)C(=O)N2CCN2CCOCC2)cc1OC (stereo not drawn)	-25%	40µM*	1	43%[activator]	22%	38
Cc1ccc(NS(=O)(=O)c2ccc(OCC(=O)NCc3cccnc3)cc2)cc1	12%	10%	-1	-1%	21%	12
COc1ccc(Br)cc1/C=C/C(=O)Nc1ccc(C)cc1	0%	-9%	-3	0%	-6%	30
C=CCn1c(Cc2cccs2)nnc1SCC(=O)c1ccc(F)cc1	3%	-35%	15*	1%	-33%	29
COc1ccc(Cl)cc1NC(=O)CSc1nc(N2CCCCC2)nc(N2CCCCC2)n1	1%	3%	-3	-9%	21%	-1
O=C(Nc1cc(Cl)ccc1N1CCCC1)C1=COCCO1	/	-8%	/	?	-25%	/
CN(C)c1ccc(N/C=C/C(=O)C(C)(C)C)cc1	14µM*	-25%	60	2.3µM*	/	148*
OCC(Cc1ccccc1)Nc1c2ccccc2nc2ccccc12 (stereo not drawn)	0%	-10%	-2	2.6µM*	?	-7
Cc1ccc(-n2nnc3c(=O)n(CC(N)=O)cnc32)cc1	12%	12%	-2	17%	?	-2
CCOc1ccc(N2C(=O)C3C(c4ccccc4)=NN(c4ccccc4)C3C2=O)cc1 (stereo not drawn)	-8%	-4%	-3	22%	-20%	-4
CSc1nc2ccccc2s1	2%	-8%	0	-1%	-15%	4
c1ccc(N2CC[N+]3(CCCC3)CC2)nc1	11%	-4%	0	-7%	-7%	1
CCCCN1/C(=C/c2cccc[n+]2C)Sc2cc(NC(C)=O)ccc21	-4%	15%	2	4.1µM*	11%	-9
CCOP(=O)(OCC)C(Nc1cc(Cl)cc(Cl)c1)c1cccc(O)c1 (stereo not drawn)	-5%	/	-2	?	66%[activator]	-4
Cn1c(CC(=O)Nc2ccccc2F)nnc1SCC(=O)Nc1nccs1	-5%	0%	-2	21%	1%	-2
CCCCCC(=O)Nc1ccc2ccccc2c1	-27%	-2%	50*	66%[activator]	83%[activator]	61*
Other records follow:
SMILES	FBPA Giardia inh	Sm TGR inh	Cycloheximide cs	Pf growth 48h	Pf growth 96h	Shiga toxin inh
CCc1c(O)nc(SCc2nc3ccccc3c(=O)[nH]2)[nH]c1=O	-13%	0%	5	14%	32%[activator]	-6
COc1ccc(C2Nc3ccccc3C(=O)N2c2ccc(C)cc2)cc1Cn1nc(C)c([N+](=O)[O-])c1C (stereo not drawn)	-1%	-23%	47*	?	?	119
CSc1nc(C)c(C(=O)Nc2ccccc2)c(C)c1C#N	2%	-17%	-3	?	22%	-2
CC(C)Oc1ccc(S(=O)(=O)N2CCOCC2)cc1NC(=O)C(C)Oc1ccc(F)cc1 (stereo not drawn)	/	-1%	/	13µM*	?	/
O=C(O)c1ccc(NC(=O)c2ccccc2NC(=O)c2ccccc2Cl)cc1	-2%	0%	-3	3%	100%[activator]	-3
COc1cc(OC)cc(C(=O)Nc2cccc3ccccc23)c1	-2%	5%	7	-12%	13%	6
CC(=O)C1=C(c2cccc([N+](=O)[O-])c2)N(C(C)=O)n2c(C)nnc2S1	1%	22µM*	18*	?	?	12
O=c1c2ccccc2cnn1Cc1nnc(-c2cccs2)o1	-4%	6%	11	2%	-23%	34
CN(C(=O)c1ccc2nc(N)sc2c1)c1ccccc1	-7%	6%	1	8%	-29%	23
COc1ccccc1OC(=O)CN1C(=O)c2ccccc2C1=O	0%	-15%	12	4%	10%	-2
O=C(c1ccco1)N1CCN(C2CCCC2)CC1	?	-7%	3	-1%	27%	-10
CC(C)(C)NC(=O)c1ccc2c(c1)C1C3CCC(C3)C1C(c1ccccc1)N2 (stereo not drawn)	-3%	3%	-5	?	18%	-1
O=C(Nc1ccc(Br)cc1)c1cccn1-c1ncc(C(F)(F)F)cc1Cl	-6%	-18%	12	?	?	21
Cn1c(=NC(=O)CCl)sc2ccccc21	/	25µM*	28*	?	5.2µM*	46
COc1ccc(N(C)S(=O)(=O)c2cccc(C(=O)Nc3ccc4c(c3)OCCO4)c2)cc1	-3%	-1%	10	?	?	19
Cc1ccc(OC(=O)c2cncc(Br)c2)c(C)c1	?	1%	-1	-5%	20%	/
Cc1cc(C)nc(N/N=C/c2ccccc2OCc2ccccc2)n1	-7%	-9%	12*	0%	-13%	33
COc1cc2c(cc1OC)-c1c(OC)c(OC)cc3c1[C@H](C2)[N+](C)(C)CC3	-2%	-12%	-4	?	0.37µM*	-12
COc1ccc(CCNC(=O)c2ccc3c(c2)NC(=O)C(C(C)C)N3)cc1OC (stereo not drawn)	-11%	-1%	1	?	-6%	-5

High-throughput results: PubChem BioAssay, National Center for Advancing Translational Sciences (NCATS)
